# Compound activity: PubChem BioAssay, several laboratories
# Rv3671c inh = inhibits the M. tuberculosis serine protease Rv3671c; inhibition, % at 5.96 µM; P9WHR9; 320,000 tested, 0.048% active; AID 2606; in the data active = inhibition above about 38%;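 note: extracellular domain of Rv3671c used as enzyme; 0% = enzyme with DMSO and 100% = no enzyme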
# Target sequence (P9WHR9 whole entry, looked up, the tested form may be a part): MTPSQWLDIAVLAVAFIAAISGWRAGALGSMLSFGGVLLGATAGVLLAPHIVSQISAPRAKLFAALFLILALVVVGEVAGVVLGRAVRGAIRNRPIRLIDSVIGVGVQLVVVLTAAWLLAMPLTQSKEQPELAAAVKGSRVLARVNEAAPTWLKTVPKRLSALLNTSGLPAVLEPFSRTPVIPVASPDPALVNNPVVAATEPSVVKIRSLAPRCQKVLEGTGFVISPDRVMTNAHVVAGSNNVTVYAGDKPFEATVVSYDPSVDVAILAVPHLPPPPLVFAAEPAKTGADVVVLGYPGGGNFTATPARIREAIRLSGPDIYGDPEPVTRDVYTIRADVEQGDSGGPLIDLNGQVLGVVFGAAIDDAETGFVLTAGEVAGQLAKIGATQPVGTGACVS
# MazEF act = MazEF (E. coli) toxin RNase activation; activation, % at 20 µM; FAM/BHQ RNA-DNA oligo cleavage fluorescence, 5 h; 350,000 tested, 0.32% active; P0AE70; in the data active = activation above about 50%
# Target sequence (P0AE70 whole entry, looked up): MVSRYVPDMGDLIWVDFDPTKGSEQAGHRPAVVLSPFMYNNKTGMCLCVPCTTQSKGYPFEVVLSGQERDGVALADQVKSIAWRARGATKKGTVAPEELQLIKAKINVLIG
# FadD28 binding = M. tuberculosis FadD28 bisubstrate binding inhibition; 360,000 tested, 0.22% active; FadD28 bisubstrate probe binding, fluorescence polarization; inhibition, % at 12.5 µM; AID 588549; in the data active = inhibition above about 8.5%, passing the limit was not always enough
# Mtb BioA inh = inhibitors of Mycobacterium tuberculosis BioA enzyme; purified M. tuberculosis BioA enzyme, plate reader; inhibition, % at 9.99 µM; 360,000 tested, 0.096% active; in the data active = inhibition above about 40%
# DUSP3 inh = blocks human VHR1 dual specificity phosphatase; P51452; recombinant VHR phosphatase, pNPP absorbance; inhibition, % at 13.3 µM; 290,000 tested, 0.52% active; AID 1654; in the data active = inhibition above about 50%; note: some compounds called inactive have numbers as strong as hits
# BoNT-F LC inh = BoNT F light chain protease inhibition | Multiplex microsphere protease cleavage assay, flow cytometry | inhibition, % at 10 µM | 360,000 tested, 0.22% active; in the data active = inhibition above about 35%, passing the limit was not always enough; note: plate controls were buffer without enzyme for full effect and enzyme alone for no effect
# FBA Mtb inh = Mtb fructose-bisphosphate aldolase inhibition; 360,000 tested, 2.3% active; purified M. tuberculosis FBA, fluorescence read-out; P9WQA3; AID 588726; inhibition, % at 1 µM; in the data active = inhibition above about 27%;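 note: 0% = vehicle and 100% = reference inhibitor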
# Target sequence (P9WQA3 whole entry, looked up): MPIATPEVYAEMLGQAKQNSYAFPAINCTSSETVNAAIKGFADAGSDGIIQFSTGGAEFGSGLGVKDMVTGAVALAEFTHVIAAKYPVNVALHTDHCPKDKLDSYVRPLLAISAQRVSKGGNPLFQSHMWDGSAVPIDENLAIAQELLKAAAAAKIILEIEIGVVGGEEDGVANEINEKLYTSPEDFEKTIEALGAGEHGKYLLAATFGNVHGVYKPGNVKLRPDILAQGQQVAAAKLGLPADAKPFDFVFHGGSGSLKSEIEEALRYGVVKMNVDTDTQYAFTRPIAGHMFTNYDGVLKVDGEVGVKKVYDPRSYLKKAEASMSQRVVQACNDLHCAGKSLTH
# CCHF vOTU inh = CCHFV vOTU protease inhibition; Pep-AMC fluorescence; inhibition, % at 11.5 µM; 370,000 tested, 0.55% active; AID 651958; note: 0% = vehicle wells with enzyme and 100% = no enzyme wells
# Mtb UGM inh = inhibitors of M. tuberculosis UDP-galactopyranose mutase; P9WIQ1; 320,000 tested, 0.06% active; purified UGM, fluorescence polarization probe displacement; inhibition, % at 10 µM; in the data active = inhibition above about 10%, passing the limit was not always enough
# GDH-TPI counter = counter-screen for M. tuberculosis FBA inhibitors: GDH-TPI coupled enzymes; GDH-TPI coupled enzyme counterscreen, NADH absorbance; inhibition, % at 4.8 µM; 360,000 tested, 1.2% active; AID 588335;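 note: 0% = DMSO wells and 100% = wells lacking the enzyme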
# Numbers without * were called inactive; / = no result given. Cut-off read from the data, not from the text of the source, unless noted: active = inhibition above about 30%; inactive = the rest.
SMILES,Rv3671c inh,MazEF act,FadD28 binding,Mtb BioA inh,DUSP3 inh,BoNT-F LC inh,FBA Mtb inh,CCHF vOTU inh,Mtb UGM inh,GDH-TPI counter
CC1(C(=O)NCC2CC2)C=CC2(CCCCC2)N1C(=O)c1ccccc1 (stereo not drawn),-10,10,-0.8,-1.3,9,0,0,/,-0.1,-4
Cc1ccc(OCc2nnc(-c3ccc(Cl)cc3)o2)cc1,5,1,-2.1,-0.7,/,6,2,4,0.6,5
COc1ccc(Cn2c(=S)[nH]c3cc(C(=O)N4CCN(c5ccccc5)CC4)ccc3c2=O)cc1,6,6,-1.1,-1.0,21,17,0,-1,2.0,-7
CSc1nnc(-c2sccc2OCc2ccc(C)cc2)n1C,4,2,-1.6,1.5,7,-1,4,-2,-3.0,5
C[C@@H]1ON(C)[C@H]2C[C@H]3c4[nH]c5ccccc5c4CCN3C[C@@H]12,/,2,-2.2,-0.1,/,-9,5,-3,/,13
Cc1cc(F)ccc1S(=O)(=O)Nc1ncnc2sccc12,-3,11,0.2,4.8,20,0,3,0,-1.4,2
CC(=O)Nc1ccc(/C(C)=N/NC(=O)CN(c2ccccc2Br)S(C)(=O)=O)cc1,-11,3,-1.2,-0.4,-1,-1,-4,5,-2.1,5
COc1ccccc1CC(=O)NNC(=O)CN(C)S(=O)(=O)c1ccc(Cl)cc1,11,6,0.0,/,/,4,1,-9,/,4
COc1cccc(CNC(=O)C2CCC(CNc3nc(=S)[nH]c4ccccc34)CC2)c1 (stereo not drawn),-1,4,-1.3,-0.2,19,-1,0,0,/,3
CC(C)(C)OC(=O)N1CCC(NC(=O)c2ncn(Cc3ccccc3)c2C(=O)NC2CCN(C(=O)OC(C)(C)C)CC2)CC1,5,1,-1.0,1.1,/,0,1,23,-0.9,-10
Cc1ccc(NC(=O)CN(C)C(=O)COC(=O)c2oc3ccccc3c2C)cc1,-4,5,-0.1,0.1,/,-9,2,-4,-1.0,10
CN(Cc1ccccn1)Cc1cn(Cc2ccccc2)nc1-c1ccc2c(c1)OCO2,1,1,-1.9,/,22,3,-2,-7,-1.2,-6
O=C(c1cc2n(n1)C(C(F)(F)F)CC(c1ccco1)N2)N1CCN(c2ccccn2)CC1 (stereo not drawn),1,4,-4.5,0.3,10,2,0,2,-1.7,-8
COc1ccc(C(=O)NC(=S)Nc2ccc(NC(=O)c3ccco3)cc2)cc1[N+](=O)[O-],-3,8,-1.9,0.6,-5,9,2,4,2.9,14
O=C(Nc1ccc(C(=O)N2CCCC2)cc1)c1ccccc1F,-2,1,-0.1,1.1,-12,-2,0,/,-0.7,1
Cc1cc(C(=O)Cn2cnc3cc([N+](=O)[O-])ccc3c2=O)c(C)n1CC1CCCO1 (stereo not drawn),6,6,-3.0,/,6,-11,-3,11,-0.1,3
COc1ccc(OCc2cccc(C(=O)N3CCCC3)c2)cc1,6,6,-0.4,0.5,9,1,-1,12,3.5,-1
CC1CCC(NC(=O)C2CC(=O)N(c3ccc(Cl)cc3)C2)CC1 (stereo not drawn),-8,1,-1.3,-0.6,-3,-4,5,14,1.5,4
COc1ccc(/C=C/C(=O)OCC(=O)NC2CCCCCCC2)cc1,-5,3,0.7,1.5,/,-23,-2,7,-1.0,5
Cc1ccc(S(=O)(=O)N2Cc3cc(-c4ccccc4)ccc3-n3nncc3C2)cc1,/,/,-2.3,-1.3,/,-5,3,-8,/,/
CN1C(=O)/C(=C/c2ccc(Cl)s2)C(=O)NC1=S,-11,-10,1.0,5.1,22,21,0,-13,-3.1,5
O=C(Nc1cccc2ccccc12)c1onc2c1CCCC2,7,-2,-1.3,-1.3,9,/,0,/,-0.1,7
O=C(NCC(=O)N(Cc1ccccc1)C(C(=O)NC1CCCCC1)c1ccco1)c1ccco1 (stereo not drawn),-13,-2,-2.8,0.9,-9,-4,0,10,-0.2,-8
COc1ccc(C(CNC(=O)c2cncc(Br)c2)N(C)C)cc1 (stereo not drawn),-4,9,1.4,/,8,-3,2,-4,-1.4,0
O=[N+]([O-])c1ccc(NC(=S)N2CCOCC2)cc1,-2,2,-4.8,1.5,7,-3,-5,7,-0.6,15
CC(=O)c1cccc(NC(=O)c2ccco2)c1,3,-1,0.0,0.8,17,5,3,3,0.6,-4
COc1ccc(N(CC(=O)NCCSc2ccccn2)S(C)(=O)=O)cc1Cl,2,3,-1.9,0.2,30,9,-3,6,0.4,3
O=C(Nc1cnccn1)Nc1ccccc1F,-10,-1,-0.8,-2.3,26,-10,-1,8,-1.7,-6
CCOc1ccc(NC(=O)CC(C)S(=O)(=O)c2ccc3c(c2)NC(=O)CO3)cc1 (stereo not drawn),-2,7,-3.3,0.5,30,0,-6,8,-0.3,-7
CC1CC(C)C(=NNC(N)=O)C(C(O)CC2CCC(=O)NC2=O)C1 (stereo not drawn),/,11,/,1.0,/,0,4,-5,/,1
COc1ccc(NC(=O)c2cccc(N3C(=O)C4C5C=CC(C5)C4C3=O)c2)cc1 (stereo not drawn),2,1,-4.7,1.1,13,5,-2,0,1.6,6
CCOC(=O)c1c(C)[nH]c(C(=O)N2CCN(c3ccc(OC)cc3)CC2)c1C,4,-16,-1.7,/,20,-10,-2,18,-3.0,7
CC(NC(=O)CNC(=O)c1ccco1)c1ccc(S(N)(=O)=O)cc1 (stereo not drawn),-4,-27,-0.7,/,12,3,6,5,-1.0,7
Cc1ccc(NC(=O)C2=CN3CCS(=O)(=O)N=C3C=C2)cc1,2,4,-3.5,-0.6,/,-2,-2,-13,-1.2,6
O=C(c1cc2cc(Cl)cc(Cl)c2oc1=O)N1CCOCC1,11,1,-2.6,/,32,1,0,1,-1.9,2
CCS(=O)(=O)c1ccc(NC(=O)c2ccccc2Cl)c(O)c1,8,7,-2.2,-0.5,-25,-5,0,4,0.6,2
CCOc1ncccc1C(=O)OCC(=O)Nc1ccc2c(c1)CCC2,1,4,-3.1,-1.0,/,-3,-4,8,0.4,4
Cc1ccc(NC(=O)CN(C)CC(=O)Nc2ccccc2-c2ccccc2)cc1,-9,-8,-1.9,/,-6,0,5,4,1.3,0
COc1ccccc1NC(=O)COC(=O)/C=C/c1ccc2c(c1)OCO2,3,2,1.6,/,8,-5,14,-3,-0.3,17
COc1ccc(NC(=O)Cn2nc([N+](=O)[O-])c(Cl)c2C)cc1OC,4,9,-2.4,-1.1,6,-5,-1,3,0.8,1
Cc1cccc(N2C(=O)CC(N3CCOCC3)C2=O)c1 (stereo not drawn),-2,10,-5.7,-0.5,14,8,1,1,4.3,6
O=C(CCCN1C(=O)/C(=C/c2ccccc2Cl)SC1=S)Nc1ccccn1,-3,6,-1.0,-0.2,-2,-9,7,-17,-1.9,6
N=c1n(CCO)c2ccccc2n1CCOc1ccccc1,1,7,-1.2,-0.8,18,-9,-6,9,-1.8,11
CC(C)c1ccc2oc(=O)cc(CN3CCN(c4ccccc4)CC3)c2c1,3,-1,-3.1,-2.9,12,10,1,6,-1.7,-3
CC(C)C(=O)Nc1cc(C(F)(F)F)ccc1N1CCOCC1,-3,1,0.6,-0.2,-13,-7,-4,-3,-1.8,0
COC(=O)[C@@H]1C[C@@]2(Br)c3ccccc3N(S(=O)(=O)c3ccccc3)[C@H]2N1C(=O)OC,-2,5,-5.5,-0.6,/,-4,0,6,-1.0,1
COc1ccc(-c2nc(C3CCCCC3)no2)cc1OC,-5,-10,1.5,-1.1,16,2,4,-5,-1.7,8
O=C(CCNS(=O)(=O)c1ccccc1C(F)(F)F)NCc1ccc2c(c1)OCO2,8,6,-3.6,-1.2,13,-7,4,7,-1.4,-2
CCCCCC(=O)NNC(=O)c1ccc(F)cc1,-5,6,-3.1,-0.9,2,-2,0,-7,-2.3,-5
Cc1ccccc1NC(=O)C1CCCN1C(=O)NC1CCCCC1 (stereo not drawn),-3,0,-1.4,-2.0,10,-17,2,2,-0.3,-2

# The list continues:
SMILES,Rv3671c inh,MazEF act,FadD28 binding,Mtb BioA inh,DUSP3 inh,BoNT-F LC inh,FBA Mtb inh,CCHF vOTU inh,Mtb UGM inh,GDH-TPI counter
CC1(C(=O)Nc2ccccc2)CCN1C(=O)C1(c2ccc(Cl)cc2)CC1 (stereo not drawn),/,/,-0.7,-0.7,/,6,0,18,/,7
O=[N+]([O-])c1cccc(-c2ccc(/C=N/NC(=S)NCc3ccco3)o2)c1,3,10,0.5,/,-8,-14,-4,1,-2.8,12
CCOc1cc(C2/C(=C(/O)c3ccc(S(=O)(=O)N4CCCCC4)cc3)C(=O)C(=O)N2CCOC)ccc1O (stereo not drawn),4,3,-1.8,0.6,9,-6,1,-2,0.1,1
COC(=O)C1C/C(=N\NS(=O)(=O)c2ccc(C)cc2)c2ccccc2C1 (stereo not drawn),-11,-10,0.5,-4.0,33,3,5,17,-1.2,2
Cc1ccc(C)c(OCCn2cc(/C=C(\C#N)C(=O)NCc3cccs3)c3ccccc32)c1,-21,-6,-0.2,1.2,2,3,1,7,1.7,18
Cc1nc(CNS(=O)(=O)c2cccs2)cs1,-16,-14,0.7,/,16,-1,-3,-3,-1.3,2
CCOC(=O)c1c(NC(=O)Cc2cccs2)sc2c1CCCC2,-3,-18,1.7,-1.3,16,2,3,-2,-0.8,7
Cc1c(C(c2cccc([N+](=O)[O-])c2O)c2c(C)n(C)n(-c3ccccc3)c2=O)c(=O)n(-c2ccccc2)n1C,0,0,1.7,0.5,34,-8,-6,-2,0.6,12
COc1ccc(N(CC(=O)NCc2ccco2)S(C)(=O)=O)cc1,1,7,0.8,-1.9,7,-25,4,-9,1.1,2

# In the list so far, these contain a Cl atom:
SMILES,Rv3671c inh,MazEF act,FadD28 binding,Mtb BioA inh,DUSP3 inh,BoNT-F LC inh,FBA Mtb inh,CCHF vOTU inh,Mtb UGM inh,GDH-TPI counter
Cc1ccc(OCc2nnc(-c3ccc(Cl)cc3)o2)cc1,5,1,-2.1,-0.7,/,6,2,4,0.6,5
COc1ccccc1CC(=O)NNC(=O)CN(C)S(=O)(=O)c1ccc(Cl)cc1,11,6,0.0,/,/,4,1,-9,/,4
CC1CCC(NC(=O)C2CC(=O)N(c3ccc(Cl)cc3)C2)CC1 (stereo not drawn),-8,1,-1.3,-0.6,-3,-4,5,14,1.5,4
CN1C(=O)/C(=C/c2ccc(Cl)s2)C(=O)NC1=S,-11,-10,1.0,5.1,22,21,0,-13,-3.1,5
COc1ccc(N(CC(=O)NCCSc2ccccn2)S(C)(=O)=O)cc1Cl,2,3,-1.9,0.2,30,9,-3,6,0.4,3
O=C(c1cc2cc(Cl)cc(Cl)c2oc1=O)N1CCOCC1,11,1,-2.6,/,32,1,0,1,-1.9,2
CCS(=O)(=O)c1ccc(NC(=O)c2ccccc2Cl)c(O)c1,8,7,-2.2,-0.5,-25,-5,0,4,0.6,2
COc1ccc(NC(=O)Cn2nc([N+](=O)[O-])c(Cl)c2C)cc1OC,4,9,-2.4,-1.1,6,-5,-1,3,0.8,1
O=C(CCCN1C(=O)/C(=C/c2ccccc2Cl)SC1=S)Nc1ccccn1,-3,6,-1.0,-0.2,-2,-9,7,-17,-1.9,6
CC1(C(=O)Nc2ccccc2)CCN1C(=O)C1(c2ccc(Cl)cc2)CC1 (stereo not drawn),/,/,-0.7,-0.7,/,6,0,18,/,7
